Efflux pump inh: inhibitors of Candida antifungal efflux pumps expressed in yeast; inhibition, % at 10 µM; S. cerevisiae Candida pump triplex, Nile Red efflux; 330,000 compounds, 0.44% hits; AID 485275;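 active = plate passing quality check with inhibition over a set limit, or well fluorescence over plate mean plus 4 SD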;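 note: Nile Red retained in pooled yeast measured as flow cytometry median fluorescence; 0% = buffer negative control and 100% = Enniatin B positive control; higher means more Nile Red kept so more efflux inhibition; some compounds called inactive have numbers as strong as hits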
LYPLA2 inh: blocks human lysophospholipase 2, a PME1 counter-screen. O95372. recombinant LYPLA2, FP-Rh probe fluorescence polarization. 320,000 compounds, 0.38% hits. inhibition, % at 5.9 µM. AID 2177;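 active = inhibition above the screen-wide mean plus 3 SD, limit set per campaign, cut at about 26% in these data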;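 note: 0% = LYPLA2 with DMSO and 100% = wells lacking LYPLA2 enzyme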
core dimer inh: blocks dimerization of HCV core protein. inhibition, % at 5 µM. TR-FRET GST/Flag-core106 dimerization, 1536-well. 300,000 compounds, 0.33% hits;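 active = inhibition above the mean of all tested compounds plus 3 SD, set per screening campaign, cut at about 45% in these data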
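System: GST-tagged and Flag-tagged HCV core protein residues 1-106 / Input: core106 proteins, GST 13.5 nM and Flag 17 nM / Buffer or medium: KF-containing HEPES buffer, pH 7.45, DTT, CHAPS, BSA / Probe or stimulus: Eu-anti-GST and XL665-anti-Flag labelled anti-tag antibodies / Schedule: 4 h, 22.5 °C incubation / Technique: TR-FRET 671 and 617 nm emission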
Fh CTSL1 inh: blocks F. hepatica cathepsin L1 in PFM18AAP counter-screen. inhibition, % at 5.96 µM. AID 1906. 300,000 compounds, 0.49% hits. recombinant F. hepatica cathepsin L1, Z-Leu-Arg-MCA fluorescence;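 active = inhibition above the mean of all tested compounds plus 3 SD, set per screening campaign, cut at about 17% in these data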;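 note: 0% = plate median of test compound wells and 100% = 1 µM Z-Phe-Ala-diazomethylketone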
PP1 inh: blocks human PP1-alpha phosphatase, a PP5 counter-screen; 320,000 compounds, 0.9% hits; inhibition, % at 6.7 µM; purified PP1alpha, OMFP fluorescence; AID 2235; P62136;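 active = inhibition above the mean inhibition of all tested compounds plus 3 SD, computed separately for each screening campaign, cut at about 15% in these data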
Target sequence (P62136 whole entry, looked up): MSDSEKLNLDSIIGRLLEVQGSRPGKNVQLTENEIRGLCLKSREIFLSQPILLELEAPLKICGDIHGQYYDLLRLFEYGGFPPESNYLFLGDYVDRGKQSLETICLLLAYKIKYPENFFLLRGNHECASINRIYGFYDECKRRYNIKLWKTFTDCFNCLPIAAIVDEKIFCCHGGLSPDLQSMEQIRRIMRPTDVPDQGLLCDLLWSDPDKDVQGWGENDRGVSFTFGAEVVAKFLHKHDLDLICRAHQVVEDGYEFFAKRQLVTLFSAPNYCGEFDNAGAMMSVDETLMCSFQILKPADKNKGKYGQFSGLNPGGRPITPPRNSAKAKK
PREPL inh: human PREPL enzyme inhibition; 320,000 compounds, 0.68% hits; Q4J6C6; inhibition, % at 5.96 µM; recombinant PREPL, fluorescence polarization activity-based probe; in the data active = inhibition above about 43%;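 note: 0% = enzyme with DMSO and 100% = wells lacking enzyme; many of its hits are not listed in these tables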
Target sequence (Q4J6C6 whole entry, looked up): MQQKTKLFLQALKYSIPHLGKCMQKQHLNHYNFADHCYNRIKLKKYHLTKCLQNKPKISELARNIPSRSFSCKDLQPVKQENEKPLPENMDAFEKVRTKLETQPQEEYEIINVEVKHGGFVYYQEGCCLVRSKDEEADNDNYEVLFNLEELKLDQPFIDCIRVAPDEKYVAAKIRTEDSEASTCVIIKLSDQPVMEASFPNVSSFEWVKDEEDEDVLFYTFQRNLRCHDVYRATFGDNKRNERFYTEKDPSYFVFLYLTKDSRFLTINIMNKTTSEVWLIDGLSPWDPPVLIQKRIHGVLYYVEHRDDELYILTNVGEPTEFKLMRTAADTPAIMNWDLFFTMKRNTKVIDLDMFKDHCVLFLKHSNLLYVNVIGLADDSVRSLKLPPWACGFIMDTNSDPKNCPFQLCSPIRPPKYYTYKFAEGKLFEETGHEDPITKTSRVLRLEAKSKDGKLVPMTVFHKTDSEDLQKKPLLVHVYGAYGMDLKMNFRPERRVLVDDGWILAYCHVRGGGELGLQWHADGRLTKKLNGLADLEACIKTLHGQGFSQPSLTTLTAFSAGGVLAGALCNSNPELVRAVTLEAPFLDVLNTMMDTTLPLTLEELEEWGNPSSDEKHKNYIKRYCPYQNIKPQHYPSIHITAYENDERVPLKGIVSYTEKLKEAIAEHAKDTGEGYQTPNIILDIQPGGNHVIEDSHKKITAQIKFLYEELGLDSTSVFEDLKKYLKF
PP5 primary: blocks human protein phosphatase 5 activity. 320,000 compounds, 0.18% hits. AID 1987. purified PP5c, OMFP substrate fluorescence. inhibition, % at 6.7 µM. P53041;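 active = inhibition above the campaign's mean inhibition across all tested compounds plus 3 SD, cut at about 9.5% in these data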;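 note: 0% = DMSO only and 100% = 100 µM cantharidin control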
TPT1 inhibitor: blocks Candida albicans tRNA 2'-phosphotransferase. recombinant caTPT1, FP RNA substrate dephosphorylation. inhibition, % at 5 µM. 300,000 compounds, 0.81% hits. AID 1962;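 active = inhibition above the mean of all tested compounds plus 3 SD, set per screening campaign, cut at about 24% in these data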;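 note: plate controls were DMSO alone for no effect and ferristatin control at 100 nM for full effect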
JMJD2C inh: blocks human GASC-1 demethylase activity; Q9H3R0; GST-JMJD2C(1-420) H3K9me3 demethylation, DELFIA europium; inhibition, % at 2.35 µM; 330,000 compounds, 0.069% hits;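 active = more than half of a compound's replicate wells show inhibition beyond 50%, single wells judged on their own value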;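 note: signal counts dimethyl H3K9 product captured on neutravidin plate; 0% = median of DMSO wells and 100% = 0.3 times that DMSO median; strong numbers were not always called active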
* marks the source's active call; other numbers are inactive results; · = no result given; & = joins results of further samples. A portion of the library, so the mix of outcomes need not match the whole.

nr | mol | Efflux pump inh | LYPLA2 inh | core dimer inh | Fh CTSL1 inh | PP1 inh | PREPL inh | PP5 primary | TPT1 inhibitor | JMJD2C inh
1 | O=C(c1cccc(C(=O)N2CCN(c3ccc(F)cc3)CC2)c1)N1CCN(c2ccc(F)cc2)CC1 | 0.2 | 6 | 4 | -2 | -3 | 62* | 3.2 | 2 | -6&-3
2 | O=C(O)CSc1nnc(-c2cccc(S(=O)(=O)N3CCCCC3)c2)o1 | 0.1 | 2 | 1 | -2 | 1 | 5 | 2.2 | 1 | 2
3 | Cc1ccc(CNS(=O)(=O)c2ccc(CN3C(=O)c4cccnc4C3=O)cc2)o1 | 0.0 | 1 | -3 | -2 | -5 | 13 | 1.0 | 3 | 6
4 | O=Cc1c(NCc2ccccc2F)c2ccccc2[nH]c1=O | -0.2 | 4 | 0 | 1 | -5 | -5 | 3.2 | -3 | 0
5 | FC(F)(F)c1cccc(NC(=S)NCc2ccc(Cl)cc2)c1 | 0.0 | -10 | 6 | -3 | -2 | -28 | 4.2 | -2 | -2
6 | Cc1[nH]c(C)c(S(=O)(=O)N2c3ccccc3CC2C)c1C(=O)N1CCCCC1 (stereo not given) | 0.2 | 3 | -10 | -3 | -3 | 7 | 2.1 | 1 | -21
7 | COc1cccc(N2CCN(C(=O)Nc3ccccc3Cl)CC2)c1 | -0.1 | -2 | -3 | 0 | -2 | -2 | 3.3 | 0 | 7
8 | CN(C)c1nc(N(C)C)nc(N(C#N)CN2C(=O)c3ccccc3S2(=O)=O)n1 | -0.1 | -2 | -2 | 2 | -2 | -5 | 0.8 | -4 | 6
9 | C#CCOc1ccccc1/C=C1/C(=O)ON=C1C | -0.1 | 5 | 7 | 0 | -2 | 3 | -2.5 | 1 | 17
10 | CCOc1ccc(Cl)cc1/C=N/NC(=O)CNC(=O)c1ccccc1 | 0.2 | 3 | 2 | 2 | 0 | -8 | -0.5 | -5 | 3
11 | CC1CC1C(=O)Nc1nc(-c2ccc(Cl)s2)cs1 (stereo not given) | 0.1 | -11 | 1 | 2 | -5 | 1 | 4.9 | 1 | 17
12 | CCCCCCCC(=O)NN1CCOCC1 | 0.2 | -9 | -2 | 5 | 6 | -7 | 0.5 | -1 | 17
13 | CCCC(=O)Nc1ccc(-c2ccc(NC(=O)CCC)cc2)cc1 | 0.0 | -1 | 8 | 0 | 0 | 9 | -1.1 | 1 | 8
14 | CCOC(=O)CSc1nc(C)c2cc(C)c(C)cc2n1 | 0.0 | 5 | 2 | -1 | -1 | 7 | 2.4 | 2 | -1
15 | CCOc1ccc2nc(SCC(=O)Nc3ccc(S(=O)(=O)N4CCCC4)cc3)c(C)cc2c1 | 0.0 | -6 | 39 | 0 | -2 | 6 | -1.3 | -4 | 7
16 | O=C1N/C(=C/c2cccs2)C(=O)N1Cc1ccc(Br)cc1 | -0.3 | 4 | 2 | 0 | 0 | -11 | -0.2 | 0 | -13
17 | COC(=O)c1ccc(NC(=O)Nc2ccc(C)cc2)cc1 | -0.1 | -5 | -1 | 3 | 2 | 5 | 5.5 | 0 | 2
18 | CCOC(=O)c1c(CC(C)C)csc1NC=O | -0.1 | -5 | -1 | 6 | 2 | 2 | 1.1 | 2 | 0
19 | COc1cccc(/C=c2\s/c(=C\C(=O)C(C)(C)C)[nH]c2=O)c1 | -0.2 | -11 | 6 | 3 | 1 | 4 | -0.5 | 6 | -5
20 | CCOC(=O)[C@@H]1[C@H]2COc3cc(OC)ccc3[C@H]2N2C(=O)N(c3ccc(F)cc3)C(=O)[C@@]12C | 0.0 | -1 | 0 | -8 | -3 | -15 | 5.3 | 0 | -9
21 | O=C(COC(=O)c1cc([N+](=O)[O-])ccc1N1CCOCC1)c1ccc(OC(F)F)cc1OC(F)F | 0.0 | -2 | 6 | 4 | -5 | 15 | 1.8 | -1 | 7
22 | CCCC(=O)Nc1ccc(Nc2ccccc2)cc1 | 0.1 | 0 | -15 | 6 | -2 | 5 | 1.3 | 0 | -9
23 | Cc1cc(C)nc(NC(=O)c2cc(-c3ccc4c(c3)OCO4)nc3ccccc23)c1 | 0.2 | -6 | 22 | 2 | 9 | 15 | 0.3 | 3 | 1
24 | CC(=O)c1cccc(NC(=O)C2CCN(S(=O)(=O)c3c(C)n[nH]c3C)CC2)c1 | -0.1 | 11 | -5 | -2 | 4 | 1 | 0.9 | -3 | 12
25 | O=C(Nc1ccccc1)Nc1ccno1 | 0.1 | 1 | 1 | 1 | -1 | 7 | -0.5 | 4 | -3
26 | COC(=O)c1ccc(S(=O)(=O)c2ccc([N+](=O)[O-])cc2)cc1 | -0.2 | 9 | 0 | -2 | 1 | -10 | 0.3 | -3 | -17
27 | CCN(CC)c1ccc(NC(=O)COC(=O)c2ccc3ccccc3n2)cc1 | -0.2 | 0 | -12 | -5 | 2 | 9 | 3.0 | -5 | 15
28 | CCCCOC(=O)C1=C(C)NC(=O)NC1c1ccc(N(C)C)cc1 (stereo not given) | -0.2 | 6 | -5 | 0 | 0 | 14 | 3.0 | -2 | -4
29 | COC(=O)c1ccc(S(=O)(=O)N2CCC(c3nc4ccccc4o3)CC2)cc1 | 0.0 | 4 | -19 | 2 | -5 | -39 | 2.7 | -5 | 15
30 | CN(C(=O)c1ccc2c(Cl)c3c(nc2c1)CCC3)c1ccccc1 | 0.0 | 1 | 13 | 2 | 1 | -9 | 3.2 | 5 | -14
31 | C[C@@H]1NC(=O)[C@H](CCCN=C(N)N)NC(=O)c2cc([N+](=O)[O-])cc(I)c2NCCC[C@@H](C(N)=O)NC1=O | · | -1 | -19 | 4 | 4 | 43* | 2.4 | -4 | -1
32 | COc1ccc(S(=O)(=O)N2CCC(C(=O)NCC3CCCO3)CC2)cc1 (stereo not given) | 0.0 | 9 | -1 | 2 | -4 | 24 | 0.1 | -2 | 4
33 | Cc1ccc(S(=O)(=O)N2CCN(C(C(=O)Nc3ccc(F)cc3)c3ccccc3)CC2)cc1 (stereo not given) | 0.1 | -25 | 3 | -2 | 5 | 2 | 1.3 | -2 | -21
34 | CC(=O)c1ccc(NC(=O)CN2CCC(NC(=O)C3CCCCC3)CC2)cc1 | 0.1 | 4 | -4 | -1 | -2 | -2 | 3.8 | -1 | 0
35 | O=C(Cc1ccccc1)NCC(=O)N1CCC2(CC1)NCCc1[nH]cnc12 | 0.0 | 7 | 8 | 4 | -2 | -1 | -0.5 | 1 | 5
36 | Cc1nc(NC(=O)c2ccc3c(c2)OCCO3)ccc1Br | 0.1 | -3 | 2 | -1 | -2 | -2 | 0.9 | 2 | -7
37 | COc1cc(CCNC(=O)c2ccccc2NC(=O)C2=C(C)OCCS2)cc(OC)c1OC | 0.1 | 14 | 0 | -1 | 3 | 0 | 0.3 | -2 | -14
38 | O=C(c1ccc(Cl)c([N+](=O)[O-])c1)N1CCN(Cc2ccc3c(c2)OCO3)CC1 | 0.0 | -3 | -2 | -2 | -2 | 15 | 1.2 | -1 | -4
39 | CCOc1ccc2[nH]c(=O)c(CN(CCc3ccccc3)C(=O)N3CCCC3)cc2c1 | -0.1 | 4 | 5 | -4 | -1 | 18 | 4.5 | -1 | 2
40 | CCOc1ccc(CCNC(=O)COC(=O)/C=C/c2ccc(OC(F)F)c(OC)c2)cc1OCC | -0.1 | 4 | 0 | -1 | -8 | -3 | 1.1 | 1 | 13

Sorted by count of non-hydrogen atoms (lowest first): some entries from above
nr | mol | Efflux pump inh | LYPLA2 inh | core dimer inh | Fh CTSL1 inh | PP1 inh | PREPL inh | PP5 primary | TPT1 inhibitor | JMJD2C inh
32 | COc1ccc(S(=O)(=O)N2CCC(C(=O)NCC3CCCO3)CC2)cc1 (stereo not given) | 0.0 | 9 | -1 | 2 | -4 | 24 | 0.1 | -2 | 4
35 | O=C(Cc1ccccc1)NCC(=O)N1CCC2(CC1)NCCc1[nH]cnc12 | 0.0 | 7 | 8 | 4 | -2 | -1 | -0.5 | 1 | 5
38 | O=C(c1ccc(Cl)c([N+](=O)[O-])c1)N1CCN(Cc2ccc3c(c2)OCO3)CC1 | 0.0 | -3 | -2 | -2 | -2 | 15 | 1.2 | -1 | -4
39 | CCOc1ccc2[nH]c(=O)c(CN(CCc3ccccc3)C(=O)N3CCCC3)cc2c1 | -0.1 | 4 | 5 | -4 | -1 | 18 | 4.5 | -1 | 2
37 | COc1cc(CCNC(=O)c2ccccc2NC(=O)C2=C(C)OCCS2)cc(OC)c1OC | 0.1 | 14 | 0 | -1 | 3 | 0 | 0.3 | -2 | -14
40 | CCOc1ccc(CCNC(=O)COC(=O)/C=C/c2ccc(OC(F)F)c(OC)c2)cc1OCC | -0.1 | 4 | 0 | -1 | -8 | -3 | 1.1 | 1 | 13
31 | C[C@@H]1NC(=O)[C@H](CCCN=C(N)N)NC(=O)c2cc([N+](=O)[O-])cc(I)c2NCCC[C@@H](C(N)=O)NC1=O | · | -1 | -19 | 4 | 4 | 43* | 2.4 | -4 | -1

(next part)
nr | mol | Efflux pump inh | LYPLA2 inh | core dimer inh | Fh CTSL1 inh | PP1 inh | PREPL inh | PP5 primary | TPT1 inhibitor | JMJD2C inh
41 | Cn1c(=O)oc2cc(S(=O)(=O)CCC(=O)NCCc3ccccc3)ccc21 | 0.1 | 8 | 1 | -3 | -3 | 0 | 4.8 | -4 | 25
42 | O=C(c1cccn2c(=O)c3cc(Br)ccc3nc12)N1CCN(c2ccccn2)CC1 | 0.0 | 4 | -3 | 1 | -1 | -1 | -1.9 | 0 | ·
43 | O=c1c2ccccc2nc(/C=C/c2cccc(Br)c2)n1CCCO | 0.3 | -4 | 6 | 7 | -1 | -1 | 0.7 | -1 | 21
44 | O=C(CN1C(=O)COc2ccc(S(=O)(=O)N3CCCC3)cc21)NC1CC1 | -0.1 | 4 | -8 | 2 | 1 | 13 | -0.2 | -2 | -12
45 | O=S(=O)(Nc1ccc(N2CCOCC2)cc1)c1cccs1 | -0.1 | -3 | 12 | -1 | -3 | 16 | -1.1 | 0 | 127
46 | O=[N+]([O-])c1cc2c(cc1/C=N/n1cnnc1)OCO2 | -0.2 | 19 | -1 | 0 | -3 | 6 | -4.9 | -4 | -13
47 | COc1cc2c(cc1OC)C(SC)=NC1(CCCC1)C2 | 0.2 | -7 | -12 | 0 | -5 | 1 | 3.3 | -2 | -4
48 | COc1ccc(/C=N/NC(=O)c2ccc(NC(=O)C3CCCCC3)cc2)cc1O | -0.1 | 5 | -18 | 2 | 1 | 12 | 2.1 | -5 | 1
49 | CCOC(=O)c1cnn(-c2nc(-c3ccc(C)cc3)cs2)c1C(F)(F)F | -0.1 | 7 | 5 | 1 | -5 | -8 | -1.1 | -1 | 4
50 | CN(C)/C=C/C(=O)c1ccc(Cl)s1 | -0.1 | 5 | -3 | 5 | 3 | 0 | 1.3 | 4 | 5
51 | Cc1ccc(C2C(C#N)=C(N)Oc3cc(N)ccc32)cc1 (stereo not given) | 0.0 | -5 | 1 | -3 | -1 | 7 | 4.2 | 6 | -6
52 | O=C(CC(Cc1ccccc1)C(=O)O)Nc1ccccc1 (stereo not given) | 0.4 | 2 | 3 | 3 | -3 | 11 | 0.6 | 1 | -10
53 | O=C(NCC(O)c1ccccc1)c1ccccc1 (stereo not given) | -0.1 | 8 | -18 | -1 | 2 | 20 | -0.7 | -2 | -13
54 | CC(C)(CNC(=O)c1ccc(NS(=O)(=O)c2ccc(Br)cc2)cc1)N1CCOCC1 | -0.2 | 1 | -4 | -8 | -6 | -10 | -0.3 | -2 | 5

Bioassay records from PubChem.
